Screens deposited in PubChem by several laboratories.
LEDGF integ inh – blockers of LEDGF/p75-dependent integrase strand transfer – biochemical, TR-FRET, high throughput, primary screen; HIV-1 integrase (with human LEDGF/p75); TR-FRET IN-LEDGF/p75 DNA integration, Eu/Cy5; inhibition, % at 3.7 µM; 370,000 tested, 0.64% active; AID 743269, 2014;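 active means inhibition above the screen-wide mean plus 3 SD, cut at about 13% in these data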;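 further: signal is the Cy5 over europium emission ratio at 671 and 618 nm; 0% = plate median of compound wells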
Rev-erbA mod – modulators of Rev-erb alpha DNA binding, primary screen, biochemical, FITC-DNA, fluorescence polarization, uHTS. 370,000 tested, 0.79% active. Rev-erbα–FITC-DNA binding, 90 min. Nuclear receptor subfamily 1 group D member 1 (Homo sapiens), P20393. activity, % at 10 µM;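 active means activity above about 14%, limit read from the data; passing the limit was not always enough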;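 further: 0% = DMSO wells with 35 nM protein and 100% = DMSO wells with 750 nM protein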
SIAE inh – human SIAE inhibitors, primary screen, biochemical, fluorescence polarization, FP-Rh probe, 1536-well HTS; SIAE FP-Rh probe binding; inhibition, % at 9.66 µM; 370,000 tested, 0.69% active;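 active means inhibition above a cutoff: mean of compounds within the control limits plus 3 SD of those, cut at about 17% in these data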;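 further: 0% = plate median of compound wells and 100% = probe without SIAE protein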
Target sequence (Q9HAT2 whole entry, looked up): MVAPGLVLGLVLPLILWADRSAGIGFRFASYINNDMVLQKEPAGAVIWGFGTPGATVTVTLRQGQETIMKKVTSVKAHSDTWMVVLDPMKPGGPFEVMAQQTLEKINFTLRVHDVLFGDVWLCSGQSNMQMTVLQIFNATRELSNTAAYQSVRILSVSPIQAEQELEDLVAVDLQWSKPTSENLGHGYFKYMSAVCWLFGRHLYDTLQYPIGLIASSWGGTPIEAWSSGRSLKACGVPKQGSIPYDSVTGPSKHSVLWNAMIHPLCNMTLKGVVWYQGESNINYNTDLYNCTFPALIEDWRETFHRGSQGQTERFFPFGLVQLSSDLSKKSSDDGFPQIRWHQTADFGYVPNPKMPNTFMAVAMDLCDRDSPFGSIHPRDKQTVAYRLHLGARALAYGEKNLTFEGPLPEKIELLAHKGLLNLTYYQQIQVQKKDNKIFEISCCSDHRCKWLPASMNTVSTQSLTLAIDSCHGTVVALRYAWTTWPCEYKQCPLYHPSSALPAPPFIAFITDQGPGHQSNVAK
TCR CD3 inh – inhibitors of human TCR-CD3 interaction, primary screen, biochemical, fluorescence, TAMRA-labeled TCR probe; T-cell receptor (TCR); inhibition, % at 9.4 µM; 360,000 tested, 0.37% active; AID 651800, 2012; in the data active means inhibition above about 19%;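 further: recombinant mutant TCR 2C K166C tagged with TAMRA read by polarization; 0% = receptor in buffer alone and 100% = receptor with positive control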
HTRA1 inh – HTRA1 serine protease inhibitors, primary screen, biochemical, fluorescence polarization, HTS; recombinant HTRA1, FP-rhodamine activity-based probe; inhibition, % at 5.96 µM; Q92743; 340,000 tested, 0.5% active; AID 504803, 2011; in the data active means inhibition above about 36%;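 further: 0% = enzyme with DMSO and 100% = wells lacking enzyme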
PG9 Ab binder – binders of HIV-1 gp120 antibody PG9, primary screen, biochemical, TR-FRET; HIV-1 gp120 / PG9 antibody interaction; TR-FRET gp120-PG9 antibody binding; inhibition, % at 6.7 µM; 360,000 tested, 0.43% active; in the data active means inhibition above about 8.5%
TDP2 absorb – human TDP2 enzyme inhibitors, primary screen, biochemical, epi absorbance, recombinant enzyme. Tyrosyl-DNA phosphodiesterase 2 (Homo sapiens), O95551. T5PNP hydrolysis, p-nitrophenol absorbance 415 nm. inhibition, % at 12.8 µM. 370,000 tested, 0.34% active;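 active means inhibition above the mean of all tested compounds plus 3 SD, set per campaign, cut at about 25% in these data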;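 further: 0% = DMSO with enzyme and 100% = buffer with substrate but no TDP2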
Target sequence (O95551 whole entry, looked up): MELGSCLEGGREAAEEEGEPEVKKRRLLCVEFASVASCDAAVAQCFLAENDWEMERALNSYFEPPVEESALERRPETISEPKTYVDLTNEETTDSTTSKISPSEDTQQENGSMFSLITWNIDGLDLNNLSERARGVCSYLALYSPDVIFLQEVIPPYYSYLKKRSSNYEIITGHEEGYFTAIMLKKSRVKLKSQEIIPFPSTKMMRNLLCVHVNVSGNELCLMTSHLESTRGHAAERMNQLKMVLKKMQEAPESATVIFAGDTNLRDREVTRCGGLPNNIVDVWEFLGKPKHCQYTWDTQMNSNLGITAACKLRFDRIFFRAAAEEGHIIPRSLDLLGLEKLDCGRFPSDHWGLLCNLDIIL
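System – recombinant human TDP2 · Quantity – TDP2 enzyme at 120 nM final · Doses – single concentration, 12.8 µM nominal, with 1% DMSO · Incubation – 2 h at 37 °C · Measured by – epi absorbance of p-nitrophenol freed from T5PNP by hydrolysis · Read-out – % inhibition relative to enzyme-containing and enzyme-free wells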
PRMT1 inh – PRMT1 methyltransferase inhibitors, primary screen, biochemical, fluorescence polarization; AID 652257, 2013; 370,000 tested, 1.3% active; recombinant PRMT1, activity-based probe fluorescence polarization; inhibition, % at 2.79 µM;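 active means inhibition above about 21% made by adding two undisclosed values, limit read from the data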
ABHD4 inh – ABHD4 inhibitors, primary screen, biochemical, fluorescence polarization, mouse | inhibition, % at 8.92 µM | (Lyso)-N-acylphosphatidylethanolamine lipase (Mus musculus), Q8VD66 | purified mABHD4, FP-Rh probe fluorescence polarization | AID 720543, 2013 | 370,000 tested, 0.54% active;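 active means inhibition exceeding the mean over every tested compound plus 3 SD, cut at about 30% in these data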;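 further: 0% = plate median of compound wells and 100% = S159A mutant with DMSO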
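Material: mouse ABHD4 enzyme, wild type; Benchmarks: S159A mutant high control, sample median low control; Buffer or medium: HEPES pH 7.0, NaCl, Pluronic buffer; Signal: fluorescence polarization; Read-out: percent inhibition of probe binding, normalized to plate controls; Timing: pre-incubation 45 min, probe exposure 60 min, at 25 °C; Dosing: 8.92 µM, single dose.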
rCAG binder – binders of r(CAG) RNA repeats, primary screen, biochemical, fluorescence; r(CAG) RNA repeat, TO-PRO-1 dye displacement fluorescence; inhibition, % at 3 µM; 370,000 tested, 1.3% active; AID 651821, 2012;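 active means inhibition above the plate cutoff, the mean of all test compounds on that plate plus 3 SD, cut at about 35% in these data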;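 further: 0% = DMSO alone and 100% = 100 µM mitoxantrone as full dye displacement; higher means more dye released from RNA so lower well fluorescence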
Numbers without * were called inactive; / = no result given. A portion of the library, so the mix of outcomes need not match the whole.

compound,PG9 Ab binder,TCR CD3 inh,SIAE inh,ABHD4 inh,Rev-erbA mod,LEDGF integ inh,PRMT1 inh,TDP2 absorb,HTRA1 inh,rCAG binder
CC(C)C(=O)c1ccc(O)c(O)c1,-0.1,-11,-4,9,9,-4,6,-17,-2,0
O=C(Cn1cc(C(=O)C(F)(F)F)c2ccccc21)N1CCOCC1,0.5,6,-2,2,2,0,-2,-7,-10,1
CC1(C)CCC(=O)C=C1Nc1ccc(F)c(Cl)c1,-9.0,-4,6,-7,-3,1,-3,-4,4,0
CC(=O)c1ccc(N=Nc2ccc(C)cc2)cc1,-1.5,2,1,2,1,1,-1,5,12,0
O=C(COC(=O)CN1C(=O)NC2(CCCC2)C1=O)Nc1ccccc1C(F)(F)F,0.3,7,1,2,-4,2,1,-2,-1,-3
CC(C)(C)NC(=O)C1(C)CCC(=O)N1CC(F)(F)F (stereo not given),1.8,-6,2,-2,-4,-1,2,8,/,1
O=C1CCC(=O)N1CNc1ccccn1,1.0,-2,-4,-1,-4,-3,1,-5,-4,-2
Oc1ccc(-c2csc(Nc3ccc4c(c3)OCO4)n2)c(O)c1,1.0,3,13,12,-2,3,1,-4,29,22
NNC(=O)COc1ccc(-c2nccc(-c3ccc(F)cc3)n2)cc1,0.6,0,-9,0,2,1,-2,5,-26,3
O=C(COC(=O)C1CC(=O)N(c2ccc3c(c2)OCCO3)C1)NC1CCCc2ccccc21 (stereo not given),1.8,10,1,-3,1,-2,0,-8,0,2
Cc1c(NC(=O)c2cnn3c2NC(c2ccco2)CC3C(F)(F)F)c(=O)n(-c2ccccc2)n1C (stereo not given),-0.5,-3,4,3,-3,1,-3,-2,-1,-5
CCOc1ccc(-n2c(SCC(=O)Nc3ccc(S(=O)(=O)Nc4cc(C)nc(C)n4)cc3)nnc2-c2cccc(C)c2)cc1,/,/,-11,-28,0,2,-1,-3,/,47*
O=[n+]1c2c(n([O-])c3c1CCCC3)CCCC2,-3.2,0,0,5,-6,1,3,3,7,3
CCOC(=O)c1cnc2cc(-c3ccc(Cl)cc3)nn2c1N,0.7,1,-7,-2,20*,-2,2,-6,-5,2
Cc1cc(N2CCCC2)ccc1/C=C1\NC(=S)N(C)C1=O,-13,-1,-32,-54,30*,0,-13,-6,-19,1
N=c1c2c(-c3ccccc3)c(-c3ccccc3)n(Cc3ccco3)c2ncn1CCCN1CCOCC1,0.7,9,3,5,-2,0,-4,2,-3,12
O=C1NC[C@H](CC2CCCCC2)N(CCc2cccc3ccccc23)C1=O,-0.5,-2,1,3,2,5,0,-12,/,3
COc1ccccc1OCc1cc(C(=O)NCc2ccc(N3CCCC3=O)cc2)no1,1.1,-1,10,0,-8,2,-2,5,-6,1
COc1ccc(NC(=O)c2ccccc2-c2ccc(C(F)(F)F)cc2)cc1S(=O)(=O)N1CCOCC1,-1.7,4,-1,-9,1,4,0,-9,-10,0
CC(=O)Nc1cc(NC(C)=O)cc(C(=O)OCC(=O)c2ccc3c(c2)OCO3)c1,0.0,-7,0,4,-5,0,2,-3,-1,6
O=C(NCCCN1CCCC1=O)c1ccc(NS(=O)(=O)c2cccc([N+](=O)[O-])c2)cc1,-0.2,2,2,4,-7,2,2,0,2,4
CCCCCCCC(=O)Nc1ccc(C(=O)N/N=C/c2cccc([N+](=O)[O-])c2)cc1,-1.6,-6,2,2,-9,3,1,-1,-3,0
CC(Oc1ccc(Cl)cc1Cl)C(=O)NCCCn1ccnc1 (stereo not given),2.5,3,-3,13,-3,4,-1,-4,1,-4
CCOC(=O)c1c(CN2CCOCC2)n(-c2ccccc2)c2ccc(O)cc12,-0.1,-3,-3,2,-2,-2,7,7,-17,-6
Cc1cn(CC(=O)NCCN2CCOCC2)c(=O)[nH]c1=O,0.7,1,-2,6,-4,-1,-4,-4,6,4
COc1ccccc1NC(=O)CCCCCN1C(=O)c2cccc3cccc(c23)C1=O,0.2,0,0,-12,-4,2,-1,-17,-10,-1
Cc1ccc2nsnc2c1N,-1.6,7,-5,-1,-7,2,1,10,5,0
Cc1nc(-c2ccncc2)nc(NCCNc2ncccc2C(F)(F)F)c1Cl,-0.9,5,-8,-13,1,6,-4,-28,1,0
CN(C(=O)CCN1C(=O)/C(=C/c2ccccc2F)SC1=S)C1CCS(=O)(=O)C1 (stereo not given),-1.7,7,-2,-5,-3,2,-1,1,1,2
CCN(CC)/C(=N/O)NC(=O)NS(=O)(=O)c1ccc(C)cc1,-2.6,0,-8,4,1,0,0,-1,1,0
C/[N+]([O-])=C\c1coc2ccccc2c1=O,0.0,4,-5,2,0,0,-1,1,-8,2
c1cncc(-c2nc(-c3cccs3)cs2)c1,-0.6,-3,-2,6,-1,-7,1,-4,1,-2
COc1cccc(OCCn2cc(C(C)=O)c3ccccc32)c1,0.8,-1,-3,2,-1,-4,2,-1,-10,1
COc1ccc(CN(C)Cc2cc(=O)oc3cc(C)c(C(C)C)cc23)cc1OC,-1.4,6,-3,-7,3,3,0,5,-26,2
O=C(CN1CCC(C(=O)c2ccc3c(c2)OCCO3)CC1)Nc1ccccc1C(F)(F)F,0.3,7,2,-5,5,0,-3,-10,-32,-4
CNS(=O)(=O)c1cccc(C(=O)NNC(=O)CN(C)S(=O)(=O)c2ccc(Cl)cc2)c1,0.1,0,1,3,-3,-4,-2,14,3,5
COc1ccc(N(CC(=O)N2CCN(c3ccccc3)CC2)S(=O)(=O)c2ccccc2)cc1,-0.2,-4,-1,-5,-4,2,-3,-16,-10,5
COCCCN1C(=O)C(CC(=O)NCc2cccs2)CC(C(=O)N2CCOCC2)=C1C (stereo not given),-1.7,8,-2,2,-5,2,1,5,3,2
CCOC(=O)c1cnc(SCC)[nH]c1=O,-2.7,-1,3,4,0,3,2,3,4,-1
c1ccc(-c2ccc(OCCCNC3CCCC3)cc2)cc1,-1.4,5,-1,18,1,10,1,17,/,11
O=C(CSc1nc2ccccc2s1)NC1CCCc2ccccc21 (stereo not given),0.1,5,1,-2,-5,0,11,10,-16,5
CC(=O)c1ccccc1NC(=O)COC(=O)CCC1CCCC1,0.4,-10,-8,2,-49,-2,0,11,-12,-2
COc1ccc(/C=C2\CN(Cc3ccccc3)C/C(=C\c3ccc(OC)cc3)C2=O)cc1,-0.3,-1,-3,1,6,-1,-4,-4,12,6
OC(COC(c1ccccc1)c1ccccc1)CN1CCCCC1 (stereo not given),-1.1,0,4,-4,-3,1,-4,1,-2,-4
CC1CCCCN1CC(O)COCc1ccccc1 (stereo not given),-1.3,2,2,0,0,8,-1,-8,3,2
CN(C)C(=O)c1cn(-c2ccccc2)nc1-c1cccc([N+](=O)[O-])c1,-2.6,-1,9,6,-1,-2,-2,2,-4,-5
COc1ccc(C=C(C#N)C#N)c(CSc2ccccn2)c1,-1.4,-9,0,-2,0,0,5,-2,-1,17
COc1cc(/C=C/C(=O)N2CCCC2)cc(OC)c1OC,-1.5,-4,-5,-1,2,1,-3,4,4,-1
CC(C)Oc1ccc(C(=O)Nc2cc(=O)n(C)c(=O)n2C)cc1,1.4,-4,1,-3,-8,0,1,2,-5,0
CCOC(=O)N1CCN(c2ccncc2S(=O)(=O)N2CCCCC2)CC1,0.7,2,8,3,5,3,-1,10,-2,-7

Going on with the list:
compound,PG9 Ab binder,TCR CD3 inh,SIAE inh,ABHD4 inh,Rev-erbA mod,LEDGF integ inh,PRMT1 inh,TDP2 absorb,HTRA1 inh,rCAG binder
Cc1nc2ccccc2cc1C(=O)N/N=C/c1ccccc1[N+](=O)[O-],-0.4,2,5,-4,0,2,1,-18,-3,3
CCOc1ccc(Oc2ccccc2NC(=O)CCNC(C)=O)cc1,-2.1,6,-2,-1,0,7,-5,-13,4,-4
Cc1nc2ccccn2c1-c1csc(NCc2ccco2)n1,-2.1,-4,8,11,3,1,1,-1,6,-1
COc1cccc(CNc2nc3cc(-c4ccc(OC)c(OC)c4)sc3c(=O)n2C)c1,0.8,0,-15,0,8,-5,3,8,/,4
COc1cccc(-n2c(=S)sc3c(=O)n(-c4ccccc4C)c(SCC(=O)O)nc32)c1,0.3,-3,3,2,0,7,0,0,-6,19
Cc1ccc(OC(=O)CCC(=O)Nc2ccc(S(=O)(=O)Nc3cc(C)on3)cc2)cc1,-0.6,-8,2,6,3,1,2,4,2,-1
Cn1ccnc1C(O)c1ccco1 (stereo not given),-2.5,-8,-3,-1,-1,-4,7,-10,-3,-4
Cc1nn(-c2ccccc2)c(C)c1/C=C/C(=O)OCC(=O)Nc1ccc(S(N)(=O)=O)cc1,-1.1,-6,-21,-17,-2,3,-1,-7,-11,5
S=C(Nc1cccnc1)Nc1ccccc1Br,-0.9,5,1,0,-5,-3,-4,9,-2,-3
Cc1ccc(OCC(=O)Nc2cccc(S(=O)(=O)N3CCCCCC3)c2)cc1C,-0.3,3,-59,-2,3,0,-1,-6,-51,1
Cc1ccc(S(=O)(=O)Nc2nc3ccccc3nc2NCc2ccc3c(c2)OCO3)cc1C,-1.5,-4,6,-1,24,1,-2,-4,0,1
O=C(NCCNC(=O)c1ccccc1F)c1ccccn1,-0.6,0,6,-5,3,0,-3,13,3,2
CCCCCCn1c(CN2CCCCC2CC)nc2c1c(=O)n(C)c(=O)n2C (stereo not given),-0.8,-10,-2,-9,6,-3,2,4,-3,1
N#CCCn1c(SCC(=O)NCCc2ccc(F)cc2)nc2ccccc21,-2.0,-6,-2,0,-1,-7,-1,7,-5,-7
O=C(COC(=O)C1CC(=O)N(Cc2ccco2)C1)c1ccc(OC(=O)c2ccco2)cc1 (stereo not given),-0.8,2,-1,-7,1,0,1,11,-1,1

2 entries from above, with each value named.
N#CCCn1c(SCC(=O)NCCc2ccc(F)cc2)nc2ccccc21
- PG9 Ab binder: -2.0
- TCR CD3 inh: -6
- SIAE inh: -2
- ABHD4 inh: 0
- Rev-erbA mod: -1
- LEDGF integ inh: -7
- PRMT1 inh: -1
- TDP2 absorb: 7
- HTRA1 inh: -5
- rCAG binder: -7
O=C(COC(=O)C1CC(=O)N(Cc2ccco2)C1)c1ccc(OC(=O)c2ccco2)cc1 (stereo not given)
- PG9 Ab binder: -0.8
- TCR CD3 inh: 2
- SIAE inh: -1
- ABHD4 inh: -7
- Rev-erbA mod: 1
- LEDGF integ inh: 0
- PRMT1 inh: 1
- TDP2 absorb: 11
- HTRA1 inh: -1
- rCAG binder: 1
